Screening data: PubChem BioAssay, several laboratories
dFosB act = enhances mouse delta FosB homodimer DNA binding | P13346 | purified delta FosB, TAMRA-CDK5 oligo fluorescence polarization; percent of positive-control signal above neutral wells | activation, % at 25 µM | 340,000 tested, 0.99% active | AID 493131;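 active = mean activation above about 17%, with every replicate also reaching it, limit read from the data, passing the limit was not always enough; inconclusive = only one of the two conditions met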;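 also: fluorescence polarization rise as delta FosB binds a TAMRA Cdk5 AP-1 oligo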
Target sequence (P13346 whole entry, looked up): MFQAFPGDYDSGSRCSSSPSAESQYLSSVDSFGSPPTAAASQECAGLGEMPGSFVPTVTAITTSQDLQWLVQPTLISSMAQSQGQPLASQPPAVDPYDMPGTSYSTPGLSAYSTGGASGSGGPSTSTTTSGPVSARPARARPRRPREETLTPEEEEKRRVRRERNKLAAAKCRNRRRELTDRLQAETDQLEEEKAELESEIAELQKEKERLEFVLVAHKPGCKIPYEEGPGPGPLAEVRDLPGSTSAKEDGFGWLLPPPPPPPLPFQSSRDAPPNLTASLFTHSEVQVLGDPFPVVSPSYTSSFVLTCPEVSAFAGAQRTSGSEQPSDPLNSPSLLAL
CDK5 p35 inh = CDK5/p35 (human) kinase inhibition; Q00535+Q15078; Recombinant CDK5/p35, ADP-Glo luminescence, 60 min; inhibition, % at 10 µM; 330,000 tested, 0.01% active; AID 488839;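 active = highest replicate inhibition of at least 50% and at least 75% of replicates reaching 50%; inconclusive = only one of the two criteria met; inactive = both criteria failed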;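 also: plate controls were DMSO neutral control for no effect and GW8510 at 10 µM for full effect; many of its hits are not listed in these tables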
Rtt109 HAT inh = blocks Candida albicans Rtt109/Vps75 acetyltransferase activity; Q5AAJ8; purified Rtt109/Vps75, ThioGlo CoA-SH fluorescence, 4 h; inhibition, % at 34.9 µM; 330,000 tested, 0.16% active; AID 540336;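 active = inhibition of at least 50% in every replicate; inconclusive = best replicate reaches 50% inhibition but some replicates fall short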
Target sequence (Q5AAJ8 whole entry, looked up): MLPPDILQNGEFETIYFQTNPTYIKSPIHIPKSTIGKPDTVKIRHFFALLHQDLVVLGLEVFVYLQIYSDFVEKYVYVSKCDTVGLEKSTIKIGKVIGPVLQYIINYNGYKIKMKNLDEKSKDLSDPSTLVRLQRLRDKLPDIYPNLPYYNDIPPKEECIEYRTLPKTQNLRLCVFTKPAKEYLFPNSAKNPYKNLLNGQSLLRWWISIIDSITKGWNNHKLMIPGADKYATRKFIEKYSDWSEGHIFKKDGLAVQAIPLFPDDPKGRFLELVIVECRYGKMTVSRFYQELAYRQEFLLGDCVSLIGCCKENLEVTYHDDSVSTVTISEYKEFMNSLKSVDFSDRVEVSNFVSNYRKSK
CAL PDZ FP-1 = human CAL PDZ-peptide interaction inhibition; Q9HD26; purified CAL PDZ, TMR-peptide fluorescence polarization, 1 h; inhibition, % at 20 µM; 330,000 tested, 0.02% active; AID 504414;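 active = highest replicate inhibition of at least 40%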;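 also: plate controls were DMSO neutral control wells for no effect and unlabeled competitor peptide control wells for full effect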
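Material: tagged CAL PDZ domain; buffer or medium: 25 mM sodium phosphate pH 7.4, 150 mM NaCl, TCEP, IgG, Thesit; compound dosing: single point, 20 µM; schedule: 1 h incubation at room temperature before polarization reading; measured by: FP readout, S and P plane fluorescence; read-out basis: percent inhibition from loss of millipolarization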
Tat transport = blocks Tat-dependent protein export in E. coli. AID 488895. E. coli MC4100 TorA-mCherry Tat export, fluorescence. inhibition, % at 10 µM. 340,000 tested, 0.036% active;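 active = mean replicate inhibition at least 50% and at least half of replicates individually reaching 50%; inconclusive = only one of the two criteria met; inactive = neither criterion met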;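 also: exported cargo escapes ClpAP degradation while cytoplasmic cargo is degraded and loses fluorescence; 0% = median of neutral control wells and 100% = median of NaSCN control wells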
CAL PDZ FP-2 = blocks peptide binding to the human CAL PDZ domain | purified CAL PDZ, TMR-peptide fluorescence polarization, 1 h | Q9HD26 | AID 602252 | 300,000 tested, 0.92% active | inhibition, % at 24.9 µM;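 active = mean inhibition of at least 30% with at least half of replicates also reaching 30%; inconclusive = no clear call, values can overlap the other calls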;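 also: 0% = DMSO neutral control and 100% = excess unlabeled competitor peptide PRC23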
V-ATPase pH = regulators of yeast V-ATPase proton transport. S. cerevisiae, pHLuorin cytosolic pH fluorescence. response, % at 10 µM. 350,000 tested, 0.37% active. AID 504577; in the data active = response mostly above about 7.3%, no sharp cut-off; inactive = mostly below about 5.4%; also: actives read high; inactives centre near 0; some compounds called inactive have numbers as strong as hits; reference of the scale not given here
Wnt bcat act = activates Wnt/beta-catenin signaling in a reporter cell assay; activator, plate reader; activation, % at 9.35 µM; 300,000 tested, 1.2% active; AID 743398; in the data active = activation above about 30%, passing the limit was not always enough; inconclusive = no clear call, values can overlap the other calls;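 also: 0% = neutral control wells and 100% = positive control wells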
MITF act = MITF TRPM1 promoter activation in melanoma cells; SK-MEL-5 TRPM1-promoter luciferase, 24 h; % of positive control, neutral wells = 0; AID 588334; 300,000 tested, 0.75% active; activation, % at 12.5 µM;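 active = mean activation of at least 80% with every replicate also reaching 80%; inconclusive = mean reaches 80% but some replicate falls short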;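 also: 0% = neutral control wells and 100% = parthenolide positive control wells; values of inactives mirror those of a sister screen read the other way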
RTF Ca sens act = cardiac RTF calcium sensitization. IANBD-labeled TnC RTF fluorescence at EC20 calcium; 0% EC20 calcium, 100% full calcium. activation, % at 7.2 µM. AID 493008. 340,000 tested, 0.24% active;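 active = activation above the mean over all tested compounds plus 3 SD, cut at about 30% in these data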;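 also: rise in fluorescence read as greater calcium sensitivity of cardiac thin filaments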
* hit, by the source's call; ? = inconclusive; . = no result given. No enrichment for hits; overall some 4.1% were active at least once.

Value order – dFosB act, CDK5 p35 inh, Rtt109 HAT inh, CAL PDZ FP-1, Tat transport, CAL PDZ FP-2, V-ATPase pH, Wnt bcat act, MITF act, RTF Ca sens act
> CCOC(=O)c1ccc(CSC(=N)N)o1
 : -1, 0.5, -21, -2.3, -7, -3, 4, 26, -3, 1
> Cc1cccc(NC(=O)CS(=O)CC(=O)Nc2cnc3ccccc3c2)c1C (stereo unspecified)
 : 11, 1.9, 5, -2.0, -9, -3, -1, 2, -4, -6
> CCOc1cc(NC(=O)C2CC2)c(OCC)cc1NC(=O)c1ccccc1OCC
 : -6, 0.2, -30, -1.1, -2, -2, 4, -7, -1, -5
> C=CCn1c(SCc2cc(=O)n3ccsc3n2)nc2ccccc2c1=O
 : 1, -0.3, -1, -3.5, -2, -1, -3, -3, -3, -2
> Cc1cccc(C(=O)NCC(=O)OCC(=O)N2CC3(C)CC2CC(C)(C)C3)c1 (stereo unspecified)
 : -6, 0.5, 3, -1.7, 1, -1, -3, -3, -3, 3
> COc1ccc2nc(Nc3nc(CSc4nc5ccccc5[nH]4)cc(=O)[nH]3)nc(C)c2c1
 : -6, 0.2, -4, -5.4, -4, 3, -1, ., -45, -4
> O=S(=O)(c1ccccc1)N1CCN(C(c2ccccc2)c2ccc(OC(F)(F)F)cc2)CC1 (stereo unspecified)
 : -4, -0.5, 1, 0.5, -6, -1, 5, 4, -9, 1
> CN(C(=O)CSc1cc(C(=O)c2nccn2C)c2ccccc2n1)c1ccccc1
 : -12, 2.1, 7, -3.1, -9, -3, 4, 3, -16, 1
> Cc1ccc(CC(=O)Nc2cccc(C#N)c2)cc1
 : -5, 0.2, 10, -3.7, 2, -2, 5, 4, 3, -4
> CCOc1cc(N2CCOCC2)c(OCC)cc1NC(=O)c1ccc(OC(C)C)cc1
 : -17, 0.9, 13, -1.9, 3, -2, 2, -1, -10, 9
> O=C(CCN1C(=O)/C(=C/c2ccccc2Cl)SC1=S)NNC(=O)c1ccccc1O
 : 37*, 1.5, -2, -2.8, -3, -4, -13, -2, -7, 6
> Cc1ccc(C)c(SCC(=O)OCC(=O)NCc2ccccc2)c1
 : -6, -0.2, ., -2.3, 0, -2, 4, -3, -22, -2
> O=C(CCCCCN1C(=O)CCC1=O)Nc1ccc2c(c1)OCO2
 : 0, 0.9, -11, 0.4, 6, ., -1, ., 8, -6
> O=C(NC1CCCC1)c1cccc(Cn2cc([N+](=O)[O-])cn2)c1
 : 2, 0.9, 1, -1.2, -1, -1, -4, -2, 9, 7
> CCOC(=O)c1c(C)n(C)c2ccc(OCC(O)CNC(CC)CO)cc12 (stereo unspecified)
 : 2, 1.7, ?, -0.3, 12, -2, -3, ., -7, 0
> COC(=O)Cc1ccc(NC(C)=O)cc1
 : 2, 3.7, 3, 0.3, 2, -4, -2, 2, 5, 0
> COc1ccccc1CNC(=O)CS(=O)Cc1nc(-c2ccccc2C)oc1C (stereo unspecified)
 : -13, 0.4, 6, -1.0, 1, ., 5, -1, 10, 2
> Nc1ccc(C(=O)OCC(=O)NC2CCS(=O)(=O)C2)cc1[N+](=O)[O-] (stereo unspecified)
 : -1, -1.1, 6, -1.6, -1, -4, 0, 0, -8, -2
> O=C(CNC(=O)c1cccs1)N=Nc1c(O)[nH]c2ccc([N+](=O)[O-])cc12
 : 4, -0.5, 9, -1.6, 5, -7, 2, -1, -10, -1
> COc1cc(C2C(C#N)=C(N)Oc3cc(C)oc(=O)c32)cc(OC)c1OC (stereo unspecified)
 : -3, 1.3, 1, 0.8, -3, -3, -1, 2, ., -4

Value order – dFosB act, CDK5 p35 inh, Rtt109 HAT inh, CAL PDZ FP-1, Tat transport, CAL PDZ FP-2, V-ATPase pH, Wnt bcat act, MITF act, RTF Ca sens act
> CC(=O)c1ccc(S(=O)(=O)NCc2cccnc2)cc1
 : -5, -0.5, -1, -0.1, 2, -2, 3, -1, 2, -5
> O=c1cc(CO)oc(CN2CCN(c3cccc(C(F)(F)F)c3)CC2)c1O
 : -8, -1.2, 1, -2.5, 0, -2, -2, -9, 4, -8
> CCNc1ncnc2c1cnn2C1CCCO1 (stereo unspecified)
 : 6, -2.6, -6, -0.8, 4, 0, 0, -1, 11, -2
> Clc1ccc(C2=NN=C3COc4ccccc4N3C2)cc1
 : -7, -2.1, ., -2.8, 5, -14, ., 1, -7, 0
> COc1cc(C2C3=C(CCCC3=O)OC3=C2C(=O)CCC3)ccc1OCC(=O)Nc1ccccc1
 : -5, 0.6, -5, 0.1, -3, 6, 2, -1, -8, 1
> CC1CN(C(C)C)C(=S)NC1=O (stereo unspecified)
 : 7, 0.3, 2, -0.6, 15, -3, -2, -3, 1, -4
> Fc1cccc(COc2ccccc2CNc2ccccc2)c1
 : 3, 2.0, 3, -1.9, -3, -2, 3, ., 2, -3
> O=C(CCNC(=O)c1ccc([N+](=O)[O-])cc1)NCC1COc2ccccc2O1 (stereo unspecified)
 : 7, 0.1, ., -0.6, 5, -9, -1, -1, 11, 1
> COc1ccc(C(=O)Nc2ccc3[nH]ncc3c2)cc1OC
 : 2, 2.1, 1, -0.6, -14, -4, -3, 0, ., 7
> CC(C)c1ccc(OCCCCN2CCCCC2)cc1
 : -13, 2.0, -1, -1.4, -4, 0, -1, -4, -9, -2
> CCCCn1c(N)c(N(CCOC)C(=O)c2oc3ccc(Br)cc3c2C)c(=O)[nH]c1=O
 : -9, 0.0, -7, -2.7, -4, 0, 1, -2, 0, -12
> CC(=O)Nc1ccc(NC(=O)C(C)OC(=O)/C(C#N)=C/c2ccc(N(C)C)cc2)cc1 (stereo unspecified)
 : 36*, 1.8, 0, -0.6, -16, -4, -17, 20, 81*, 80*
> Cc1cc(NC(=O)c2ccc3c(c2)C(=O)N(C(C)(C)C)C3=O)no1
 : 7, -0.6, -5, -0.6, -3, 3, 0, 0, 67, 6
> CS(=O)(=O)N1CCC(C(=O)Nc2ccc(Oc3ccccc3)cc2)CC1
 : -4, -0.3, 1, -1.8, -10, 2, 2, -6, -1, 1
> Cc1ccc(-n2c(C)cc(/C=C3\NC(=O)NC3=O)c2C)c(C)c1
 : -15, -1.2, 13, -0.4, -4, ., 1, 1, 8, -4
> COC(=O)C1=C(C)N(C2CCCCC2)C(=O)C1
 : 3, -1.1, 6, -0.7, 3, 0, -1, ., -3, -7
> Cc1ccccc1OCC(=O)OCC(=O)c1ccc(OC(=O)c2ccccc2)cc1
 : 3, -6.4, -10, ., 15, 0, -2, ., 20, 5
> Cc1cccc(OCc2nnc(SCc3nc4ccccc4c(=O)[nH]3)o2)c1
 : 45*, -0.1, -2, 0.3, -3, ., -5, ., -2, 6
> Cc1ccc(-n2nc(C)c(Sc3ccccc3[N+](=O)[O-])c2N)cc1
 : 4, -9.1, -1, -3.4, 2, -2, -2, -2, -10, -1
> COc1ccc(C(=O)CSc2nccn2C)c(OC)c1
 : -4, 1.8, -6, -3.4, 8, -4, -4, 23, 68, 3

Assay codes – A = dFosB act; B = CDK5 p35 inh; C = Rtt109 HAT inh; D = CAL PDZ FP-1; E = Tat transport; F = CAL PDZ FP-2; G = V-ATPase pH; H = Wnt bcat act; I = MITF act; J = RTF Ca sens act
> CCn1c2ccccc2c2cc(/C=N/NC(=O)c3ccc(O)cc3)ccc21
  A: 11 | B: 0.8 | C: 4 | D: 0.3 | E: -2 | F: -7 | G: -2 | H: -1 | I: 0 | J: -1
> Cc1cccc(C(=O)NC(C)c2ccc(-n3ccnc3)cc2)c1C (stereo unspecified)
  A: 3 | B: -2.9 | C: -2 | D: -0.2 | E: -8 | F: . | G: 0 | H: -2 | I: -6 | J: 3
> CCN(C(=O)CN1CCC(C(=O)OC)CC1)c1c(N)n(Cc2ccccc2)c(=O)[nH]c1=O
  A: 0 | B: 0.9 | C: 4 | D: -0.5 | E: -4 | F: -6 | G: 3 | H: -2 | I: -2 | J: 3
> CCCc1cc(C(=O)N2CCCC(N3CCN(c4ccccc4C)CC3)C2)n(C)n1 (stereo unspecified)
  A: -7 | B: -0.3 | C: -12 | D: -2.0 | E: 3 | F: -6 | G: 1 | H: 1 | I: 4 | J: -4
> CN(CCC#N)C(=S)NC(=O)c1ccc(S(=O)(=O)N2CCOCC2)cc1
  A: -1 | B: 1.7 | C: -1 | D: 0.2 | E: -3 | F: 1 | G: 1 | H: -2 | I: -5 | J: -1
> Cc1ccc([N+](=O)[O-])cc1NC(=O)CN(C1CCCCC1)S(=O)(=O)c1ccc(Cl)cc1
  A: 1 | B: -1.8 | C: -8 | D: 0.4 | E: 14 | F: -2 | G: -2 | H: . | I: -2 | J: -4
> Nc1ccc(C(=O)N/N=C/c2cn(Cc3ccccc3)c3ccccc23)cc1
  A: -6 | B: -1.4 | C: 6 | D: -1.8 | E: 37 | F: -2 | G: 2 | H: 3 | I: -2 | J: 1
> COc1cc(C=O)ccc1OCCOCCOc1cc(C)ccc1Cl
  A: -14 | B: -0.8 | C: -7 | D: -0.9 | E: 7 | F: -8 | G: -3 | H: . | I: 1 | J: -3

Grouped by structure, those above with a nitro group on carbon
Assay codes – A = dFosB act; B = CDK5 p35 inh; C = Rtt109 HAT inh; D = CAL PDZ FP-1; E = Tat transport; F = CAL PDZ FP-2; G = V-ATPase pH; H = Wnt bcat act; I = MITF act; J = RTF Ca sens act
> O=C(NC1CCCC1)c1cccc(Cn2cc([N+](=O)[O-])cn2)c1
  A: 2 | B: 0.9 | C: 1 | D: -1.2 | E: -1 | F: -1 | G: -4 | H: -2 | I: 9 | J: 7
> Nc1ccc(C(=O)OCC(=O)NC2CCS(=O)(=O)C2)cc1[N+](=O)[O-] (stereo unspecified)
  A: -1 | B: -1.1 | C: 6 | D: -1.6 | E: -1 | F: -4 | G: 0 | H: 0 | I: -8 | J: -2
> O=C(CNC(=O)c1cccs1)N=Nc1c(O)[nH]c2ccc([N+](=O)[O-])cc12
  A: 4 | B: -0.5 | C: 9 | D: -1.6 | E: 5 | F: -7 | G: 2 | H: -1 | I: -10 | J: -1
> O=C(CCNC(=O)c1ccc([N+](=O)[O-])cc1)NCC1COc2ccccc2O1 (stereo unspecified)
  A: 7 | B: 0.1 | C: . | D: -0.6 | E: 5 | F: -9 | G: -1 | H: -1 | I: 11 | J: 1
> Cc1ccc(-n2nc(C)c(Sc3ccccc3[N+](=O)[O-])c2N)cc1
  A: 4 | B: -9.1 | C: -1 | D: -3.4 | E: 2 | F: -2 | G: -2 | H: -2 | I: -10 | J: -1
> Cc1ccc([N+](=O)[O-])cc1NC(=O)CN(C1CCCCC1)S(=O)(=O)c1ccc(Cl)cc1
  A: 1 | B: -1.8 | C: -8 | D: 0.4 | E: 14 | F: -2 | G: -2 | H: . | I: -2 | J: -4
